High-throughput results as filed in PubChem.
BCLXL inh = Bcl-xL (human) inhibition. 320,000 tested, 0.7% active. inhibition, % at 10.9 µM. GST-Bcl-xL / FITC-Bim BH3 peptide fluorescence polarization. Q07817;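 active means inhibition above the mean of all tested compounds plus 3 SD, cutoff set per campaign, cut at about 30% in these data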;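 further: 0% = DMSO wells and 100% = unlabeled Bim-BH3 peptide competitor; inhibitors lower millipolarization by displacing the labeled peptide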
PME-1 primary = PME-1 (human) inhibition; 320,000 tested, 0.53% active; inhibition, % at 5.9 µM; recombinant PME-1, FP-Rh probe fluorescence polarization;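 active means inhibition above the campaign mean of all compounds plus 3 SD, cut at about 26% in these data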;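 further: competitive labeling of PME-1 active site by serine hydrolase directed probe; 0% = PME-1 with DMSO and 100% = wells lacking PME-1 enzyme; inhibitors block probe labeling so polarization falls and inhibition rises; many of its hits are not listed in these tables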
Fam108B inh = blocks mouse Fam108B hydrolase in RBBP9 counter-screen. recombinant Fam108B, FP-Rh probe fluorescence polarization. inhibition, % at 9.51 µM. 300,000 tested, 0.33% active. AID 1947;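 active means inhibition above the screen mean inhibition plus 3 SD, computed separately per campaign, cut at about 18% in these data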;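 further: inhibitors lower polarization as less probe binds the enzyme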
GLD-1 TGE inh = GLD-1-TGE RNA interaction inhibition (C. elegans). Q17339. purified GLD-1 + fluorescein TGE RNA, fluorescence polarization. inhibition, % at 5.96 µM. 320,000 tested, 0.44% active. AID 2280;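 active means percent inhibition above a per-plate cutoff, the plate mean of test compounds plus 3 SD, cut at about 30% in these data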;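 further: 0% = DMSO wells with GLD-1 and probe and 100% = wells lacking GLD-1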
PAFAH1B2 inh = inhibitors of human PAFAH1B2; recombinant PAFAH1B2, FP-rhodamine activity probe, fluorescence polarization; 340,000 tested, 1.2% active; P68402; inhibition, % at 3.39 µM; AID 492953;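 active means inhibition above the mean of all tested compounds plus 3 SD, cut at about 24% in these data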;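 further: 0% = enzyme with DMSO and 100% = wells lacking PAFAH1B2; many of its hits are not listed in these tables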
Target sequence (P68402 whole entry, looked up): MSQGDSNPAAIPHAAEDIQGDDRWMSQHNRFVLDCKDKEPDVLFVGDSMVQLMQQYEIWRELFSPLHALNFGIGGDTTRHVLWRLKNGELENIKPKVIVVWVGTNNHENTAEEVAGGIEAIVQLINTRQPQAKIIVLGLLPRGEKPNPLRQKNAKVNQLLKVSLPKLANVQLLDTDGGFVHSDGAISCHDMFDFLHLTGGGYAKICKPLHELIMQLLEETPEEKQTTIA
MCL1-BIM inh = MCL1-BIM-BH3 interaction inhibition (human); Q07820; GST-MCL1 / FITC-Bim-BH3 fluorescence polarization; inhibition, % at 10.9 µM; 320,000 tested, 0.68% active; AID 2057;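 active means inhibition above the mean inhibition of all tested compounds plus 3 SD, set per campaign, cut at about 40% in these data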;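 further: 0% = DMSO wells and 100% = unlabeled Bim-BH3 peptide control; higher means more loss of mP so more displacement of Bim peptide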
AHR act = activators of human aryl hydrocarbon receptor. AHR-responsive luciferase reporter cells, luminescence. 320,000 tested, 2.5% active. AID 2796. activation, % at 5 µM. P35869; in the data active means activation above about 47%;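 further: 0% = vehicle wells and 100% = reference agonist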
MEX-5 binding = C. elegans MEX-5 TCR-2 RNA binding activity; Q9XUB2; MEX-5/FITC-TCR2 RNA binding, fluorescence polarization; stronger effect = lower value; activity score (negative = inhibition of binding), % at 10 µM; 300,000 tested, 0.38% active; AID 1832;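 active means inhibition past about -25% in most replicates, and total fluorescence under double the plate's negative control median, limit read from the data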;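 further: 0% = DMSO and -100% = 5 µM competing unlabeled TCR2 RNA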
Target sequence (Q9XUB2 whole entry, looked up): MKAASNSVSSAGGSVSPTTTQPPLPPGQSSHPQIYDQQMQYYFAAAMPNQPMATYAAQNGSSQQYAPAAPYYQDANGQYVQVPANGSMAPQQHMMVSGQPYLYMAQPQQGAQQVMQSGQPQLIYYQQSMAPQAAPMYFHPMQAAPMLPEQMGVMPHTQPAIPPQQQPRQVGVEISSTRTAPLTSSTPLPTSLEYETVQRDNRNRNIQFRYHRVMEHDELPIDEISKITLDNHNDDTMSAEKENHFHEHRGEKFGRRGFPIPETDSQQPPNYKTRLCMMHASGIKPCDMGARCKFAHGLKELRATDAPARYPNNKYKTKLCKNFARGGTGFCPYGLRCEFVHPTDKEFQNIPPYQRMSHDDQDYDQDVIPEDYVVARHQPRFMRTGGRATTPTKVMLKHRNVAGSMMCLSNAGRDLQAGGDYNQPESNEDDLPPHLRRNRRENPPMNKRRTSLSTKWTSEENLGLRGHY
pPAFAH inh = pPAFAH (human) enzyme inhibition; recombinant pPAFAH, FP-rhodamine probe fluorescence polarization; inhibition, % at 3.39 µM; 330,000 tested, 1.5% active;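 active means inhibition above the mean inhibition across the screen plus 3 SD, cut at about 25% in these data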;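 further: inhibitors block binding of the rhodamine activity-based probe so polarization drops; 0% = enzyme with DMSO and 100% = wells lacking pPAFAH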
* hit, by the source's call; . = no result given. Not all compounds are listed; the hit share may differ from the screen's.

entry | SMILES | BCLXL inh | PME-1 primary | Fam108B inh | GLD-1 TGE inh | PAFAH1B2 inh
1 | CCOC(=O)c1cc(CC)sc1NC(=O)C1CC(=O)NN1Cc1ccccc1 (stereo unspecified) | 6 | 2 | 14 | 2 | 1
2 | COc1ccc(CC(=O)Nc2cccc(-c3ccc4nnc(C)n4n3)c2)cc1OC | 4 | -2 | 5 | 1 | 3
3 | COC(=O)c1ccc(CS(=O)(=O)c2ccc(F)cc2)o1 | 4 | 6 | 2 | 6 | -1
4 | COc1ccccc1NC(=O)Cc1csc(NC(=O)c2ccccc2)n1 | 1 | -6 | -4 | 0 | 3
5 | Cc1ccccc1-c1cc(C(=O)NCc2cccc(Br)c2)n(CC2CC(c3cccnc3)=NO2)n1 (stereo unspecified) | . | . | . | 9 | 7
6 | CC(C)Cc1nnc(NC(=O)CCC(=O)NCCc2ccc(Cl)cc2)s1 | 4 | 0 | 2 | 3 | 6
7 | COc1ccc(C(O)c2nccc3cc(OC)c(OC)cc23)cc1OC (stereo unspecified) | 5 | -1 | 1 | -5 | 0
8 | CCC(=O)NCc1nc2ccccc2n1Cc1ccccc1F | 0 | 2 | 6 | -9 | 2
9 | Cc1nc2ccc(NC(=O)c3cncc(Br)c3)cc2s1 | 0 | 4 | -1 | 3 | 1
10 | COC(=O)CC1C(=O)NCCN1C(=O)c1c(F)cccc1F (stereo unspecified) | 6 | 2 | 0 | 5 | 0

entry | MCL1-BIM inh | AHR act | MEX-5 binding | pPAFAH inh
1 | 4 | 13 | . | 32*
2 | -1 | 18 | 1.1 | 0
3 | 8 | 2 | -1.3 | 9
4 | 12 | 38 | -2.3 | -11
5 | . | 0 | . | -7
6 | 0 | -1 | 1.8 | 1
7 | 2 | 1 | -0.4 | 7
8 | 0 | 1 | -2.0 | 6
9 | -2 | 34 | 2.2 | 2
10 | 0 | 1 | 1.8 | 3

In the list so far, these contain four or more nitrogen atoms.
entry | SMILES | BCLXL inh | PME-1 primary | Fam108B inh | GLD-1 TGE inh | PAFAH1B2 inh
2 | COc1ccc(CC(=O)Nc2cccc(-c3ccc4nnc(C)n4n3)c2)cc1OC | 4 | -2 | 5 | 1 | 3
5 | Cc1ccccc1-c1cc(C(=O)NCc2cccc(Br)c2)n(CC2CC(c3cccnc3)=NO2)n1 (stereo unspecified) | . | . | . | 9 | 7
6 | CC(C)Cc1nnc(NC(=O)CCC(=O)NCCc2ccc(Cl)cc2)s1 | 4 | 0 | 2 | 3 | 6

entry | MCL1-BIM inh | AHR act | MEX-5 binding | pPAFAH inh
2 | -1 | 18 | 1.1 | 0
5 | . | 0 | . | -7
6 | 0 | -1 | 1.8 | 1

Quoted at random: four compounds from above, in no set order.
entry | SMILES | BCLXL inh | PME-1 primary | Fam108B inh | GLD-1 TGE inh | PAFAH1B2 inh
7 | COc1ccc(C(O)c2nccc3cc(OC)c(OC)cc23)cc1OC (stereo unspecified) | 5 | -1 | 1 | -5 | 0
2 | COc1ccc(CC(=O)Nc2cccc(-c3ccc4nnc(C)n4n3)c2)cc1OC | 4 | -2 | 5 | 1 | 3
5 | Cc1ccccc1-c1cc(C(=O)NCc2cccc(Br)c2)n(CC2CC(c3cccnc3)=NO2)n1 (stereo unspecified) | . | . | . | 9 | 7
6 | CC(C)Cc1nnc(NC(=O)CCC(=O)NCCc2ccc(Cl)cc2)s1 | 4 | 0 | 2 | 3 | 6

entry | MCL1-BIM inh | AHR act | MEX-5 binding | pPAFAH inh
7 | 2 | 1 | -0.4 | 7
2 | -1 | 18 | 1.1 | 0
5 | . | 0 | . | -7
6 | 0 | -1 | 1.8 | 1

(continued)
entry | SMILES | BCLXL inh | PME-1 primary | Fam108B inh | GLD-1 TGE inh | PAFAH1B2 inh
11 | O=C(NC1CCC(=O)N(CCOc2ccccc2)CC1)OCc1ccccc1 (stereo unspecified) | 4 | 1 | -1 | -3 | 9
12 | N#CCC(=N)N1CCN(c2ccccc2Cl)CC1 | 0 | -6 | 2 | 4 | -1
13 | CCOC(=O)C1(C)NC(c2cccs2)C2C(=O)N(c3ccccc3)C(=O)C21 (stereo unspecified) | 1 | -4 | 1 | 0 | 4
14 | O=C1C2C3C=CC(C3)C2C(=O)N1c1ccccc1OS(=O)(=O)c1ccccc1 (stereo unspecified) | -2 | -8 | -5 | -5 | 2
15 | CC(C)CC(=O)NNC(=O)c1ccc(Cl)cc1 | 7 | -3 | 3 | 2 | 3
16 | COc1cc2c(cc1OC)C(c1ccc(Cl)cc1)=NCC2 | 1 | 2 | 1 | 1 | -5
17 | CCC(c1nnnn1Cc1ccc2c(c1)OCO2)N1CCN(CC)CC1 (stereo unspecified) | -1 | 5 | 0 | 2 | 5
18 | Cc1ccc(C)c(-n2c(-c3ccc4c(c3)OCO4)n[nH]c2=S)c1 | -1 | -4 | 7 | 6 | 2
19 | COc1ccccc1NC(=O)C1CC(O)CN1C(=O)Oc1ccccc1 (stereo unspecified) | 2 | 1 | -1 | 16 | 4
20 | COc1ccc(N2CC(C(=O)N/N=C/c3cc([N+](=O)[O-])ccc3O)CC2=O)cc1 (stereo unspecified) | 2 | -5 | 3 | -5 | 9

entry | MCL1-BIM inh | AHR act | MEX-5 binding | pPAFAH inh
11 | 6 | 1 | 1.4 | 2
12 | -7 | -8 | 1.7 | -7
13 | 6 | 1 | 0.9 | 0
14 | -2 | 1 | 1.2 | -6
15 | 4 | -4 | 1.7 | 0
16 | -3 | 3 | 0.6 | 4
17 | 2 | 2 | -0.4 | 4
18 | -3 | -1 | -1.4 | 9
19 | 0 | 2 | -0.9 | -3
20 | 3 | 0 | -2.7 | 9

Next section.
entry | SMILES | BCLXL inh | PME-1 primary | Fam108B inh | GLD-1 TGE inh | PAFAH1B2 inh
21 | Cc1ccc(-c2nc3ncccn3c2Nc2ccc3c(c2)OCO3)o1 | 16 | 1 | 0 | 8 | 2
22 | COc1ccc([N+](=O)[O-])cc1N(CC(O)CN(C)C)S(=O)(=O)c1ccc(C)cc1 (stereo unspecified) | 6 | -2 | 8 | 5 | 6
23 | O=C(COC(=O)COc1ccccc1)Nc1ccc(Br)cc1F | . | . | . | 7 | 5
24 | COc1cccc(C2CC(c3ccc(Cl)cc3)n3nc(N)nc3N2)c1 (stereo unspecified) | 13 | 3 | 2 | 2 | 1
25 | CCc1nnc(NC(=O)CSc2nnc(CSc3nc(C)cc(C)n3)n2C)s1 | 1 | -7 | -1 | 3 | -3
26 | CCC(C)c1ccccc1NC(=O)COC(=O)c1ccc(C)c(NC(=O)c2ccco2)c1 (stereo unspecified) | 10 | 6 | -3 | 1 | -1
27 | COc1cccc(OC)c1NC(=O)NC(=O)c1c(OC)c(Br)cc([N+](=O)[O-])c1OC | 5 | -3 | -1 | 0 | .
28 | CCc1nnc(NC(=O)CSc2nccn2-c2cccc(C)c2C)s1 | -1 | 0 | 6 | -2 | 0

entry | MCL1-BIM inh | AHR act | MEX-5 binding | pPAFAH inh
21 | 13 | 39 | 2.3 | 0
22 | 3 | 3 | -1.2 | 1
23 | . | -1 | . | 9
24 | 10 | 0 | -1.0 | 5
25 | 0 | -1 | 0.0 | -2
26 | 6 | 0 | -0.8 | 1
27 | 13 | 4 | . | -6
28 | 0 | 3 | -2.5 | 1
